Screening results (PubChem)
A549 viability: counter-screen for Nrf2 inhibitors: cytotoxicity in A549 cells. Potency, µM (doses to about 46 µM), inactives show top-dose activity change, negative = cytotoxicity, actives largely listed as inhibitors. hit rate 0.16% among 390,000. AID 504648. A549 ARE-Fluc cells, CellTiter-Fluor viability, 18-24 h; note: potency is the fitted concentration of half-maximal effect; % is set by controls: 0 for no effect and ±100 for the full control effect
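A549 ARE_Fluc cells in 5% FBS OPTI-MEM were exposed to compounds in concentration-response for 18-24 h at 37 deg C. Viability was read by CellTiter-Fluor fluorescence (Ex 405/Em 525) after 30 min, before the luciferase read.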
Nrf2 activator: Nrf2 pathway activation; Potency, µM (top dose mostly 46.1 µM), without a hit: top-dose activation, most hits filed as activators; AREc32 ARE-luciferase reporter (MCF7-derived line), luminescence, 24 h; hit rate 0.31% among 410,000; note: potency is the fitted concentration of half-maximal effect; % of control where 0% means no effect; nearly all actives have a fitted effect of over 65% in size
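Quantitative high-throughput format: AREc32 reporter cells, 1000 per well, received compound by pin transfer and were incubated 24 hr at 37 deg C, 5% CO2, before Steady-Glo luminescence detection.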
Abeta yeast res: compounds reversing amyloid beta toxicity in yeast. Potency, µM (top dose mostly 46.1 µM), for the others: top-dose growth rescue, actives largely listed as activators. AID 1347071. hit rate 0.063% among 410,000. yeast expressing A-beta42, growth rescue, OD600, 48 h; response scale: 0% DMSO, 100% iron-clioquinol control; note: potency is the fitted concentration of half-maximal effect; nearly all actives have a fitted effect of over 55% in size
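Yeast A-beta toxicity model in growth medium with pinned compounds, 48 h at 30 C; growth read as absorbance at 600 nm. Normalized to FeCl3/clioquinol equimolar mix (positive) and DMSO (negative).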
HepG2 tox: kills HepG2 cells in TGF-b inhibitor counter-screen; AID 588856; HepG2 CAGA-GFP viability, ATP luminescence, 18 h; hit rate 0.76% among 410,000; Potency, µM (titrated, usually from 46.1 µM), without a hit: at the top dose activity change, negative = cytotoxicity, hits mostly cytotoxic; note: potency is the fitted concentration of half-maximal effect; some results filed as inactive show a strong effect at the top dose
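HepG2 CAGA-GFP cells (1000/well, DMEM with 1% FBS) received compound, then TGF-beta at 500 pg/mL final, and were incubated 18 hours at 37 degrees C. Viability was read by CellTiter-Glo luminescence. Media-only wells were set as complete cell-killing and DMSO as no toxicity.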
TGFb SMAD3 inh: inhibitors of TGF-b signaling; HepG2 CAGA-GFP TGF-b/SMAD3 reporter, GFP fluorescence, 18 h; TGF-beta stimulated, 500 pg/mL final; Potency, µM (doses to about 46.1 µM), for inactives: top-dose activity, negative = inhibition, usual class: inhibitors; hit rate 1.2% among 410,000; note: potency is the fitted concentration of half-maximal effect; % is set by controls: 0 for no effect and ±100 for the full control effect; nearly all actives have a fitted effect of over 65% in size
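First, reporter cells (HEPG2 CAGA-GFP) rested 2 h at 37 degrees C. Next, compounds were pinned in and TGF-beta added to 500 pg/mL final. After 18 h, GFP was imaged per cell and summed per well.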
Mm-Cpn inhibitor: M. maripaludis TRiC chaperonin inhibition | purified Mm-Cpn ATPase, ADP Transcreener TR-FRET | Potency, µM (highest dose often 76.9 µM), for the others: at the top dose activity, negative = inhibition, usual class: inhibitors | hit rate 0.031% among 330,000 | AID 504842; note: potency is the fitted concentration of half-maximal effect; % is set by controls: 0 for no effect and ±100 for the full control effect; nearly all actives have a fitted effect of over 80% in size
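TR-FRET (320 nm excitation; 590 and 665 nm emission) reports ADP made from 10 uM ATP by 25 nM enzyme; compounds were preincubated 10 min, reaction run 30 min, both at 37°C.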
pAkt inh: blocks phosphorylation of Akt; Neuro2A IGF-stimulated pAkt S473 HTRF, 20 min; active compounds read low; activity change, % for hits at 50 µM; hit rate 0.32% among 360,000; AID 651550; in the data active = activity change below about -80%; inconclusive = mostly about -51% to -80%; note: % is set by controls: 0 for no effect and ±100 for the full control effect
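Single-point screen (50 µM final compound) in Neuro2A cells stimulated 20 min with 6 nM IGF at 37 deg C. After lysis, Ser473-phosphorylated Akt read by HTRF (ex 330 nm, em 615/665 nm) as the 665/615 ratio.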
Nrf2 inh: Nrf2 pathway inhibition. A549 ARE-Fluc reporter, luciferase luminescence, 18-24 h. Potency, µM (series often up to 46 µM), for inactives: top-dose activity change, negative = inhibition, most hits filed as inhibitors. hit rate 2.1% among 360,000. AID 504444; note: potency is the fitted concentration of half-maximal effect; % is set by controls: 0 for no effect and ±100 for the full control effect; nearly all actives have a fitted effect of over 60% in size
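Reporter: ARE-Fluc in A549. Exposure: 18-24 h, 37 °C, 5% CO2, 5% FBS OPTI-MEM. Readouts: fluorescent cytotoxicity (CellTiter-Fluor), then luminescent Nrf2 signal after BugLite.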
CCT modulator: changes cytosolic chaperonin activity; hit rate 0.3% among 360,000; purified chaperonin ATPase assay, HTRF ADP detection, 30 min; activity change, % (test concentration not listed), hits read low; in the data active = activity change below about -30%; note: % is set by controls: 0 for no effect and ±100 for the full control effect
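First, chaperonin was dispensed at 40 nM or 20 nM final depending on batch activity. Next, compounds were pinned at 76 uM and ATP added at 10 uM. After 30 min at 37 °C, ADP detection reagents ran 30 min at ambient temperature.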
* marks the source's active call; other numbers are inactive results; [ ] = remark or other dose. Unless noted, calls come from the whole dose curve; as a rule, active = well fitted curve in the direction sought with a large enough effect; inconclusive = small, poorly fitted or top-dose-only effect, or another doubt; inactive = no such curve, though single readings can be large; an effect the other way counts as inactive or inconclusive. Compounds were not picked by outcome; about 4.3% have a hit in one of these screens.

Results for CCCc1cc(C(=O)N2CCCC(C(=O)c3ccc(Cl)cc3)C2)n(C)n1 (stereo unspecified) ?
A549 viability: 5%; Nrf2 activator: -0.3%; Abeta yeast res: -14%; HepG2 tox: -35%; TGFb SMAD3 inh: inconclusive; Mm-Cpn inhibitor: 0%; pAkt inh: inactive; Nrf2 inh: -3%; CCT modulator: 0.2

Results for CC(=O)Nc1cccc(NC(=O)C2CC(=O)N(C3CCCCC3)C2)c1 (stereo unspecified) ?
A549 viability: 0%; Nrf2 activator: -0.1%; Abeta yeast res: 1%; HepG2 tox: -38%; TGFb SMAD3 inh: -6%; Mm-Cpn inhibitor: 1%; pAkt inh: inactive; Nrf2 inh: -6%; CCT modulator: -1.6

What do the screens show for `CC(C)(C)C(=O)OCc1nc(-c2ccc(C(F)(F)F)cc2)cs1`?
A549 viability: -4%; Nrf2 activator: 0.3%; Abeta yeast res: -9%; HepG2 tox: -5%; TGFb SMAD3 inh: -7%; Mm-Cpn inhibitor: 0%; pAkt inh: inactive; Nrf2 inh: -6%; CCT modulator: 0.8

What do the screens show for `COC(=O)c1cc(S(=O)(=O)NCCc2cccc(C)c2)cn1C`?
A549 viability: 1%; Nrf2 activator: 6.0%; Abeta yeast res: 21%; HepG2 tox: -1%; TGFb SMAD3 inh: -4%; Mm-Cpn inhibitor: -1%; pAkt inh: inactive; Nrf2 inh: inconclusive; CCT modulator: -2.1

How did CCc1nnc(NC(=O)C2CCCN2C(=O)NC2CCCCC2)s1 (stereo unspecified) do in these assays?
A549 viability: 1%; Nrf2 activator: -0.2%; Abeta yeast res: 15%; HepG2 tox: 0%; TGFb SMAD3 inh: 5%; Mm-Cpn inhibitor: 1%; pAkt inh: inactive; Nrf2 inh: -1%; CCT modulator: -2.0

Results for Cc1cc2cc3c(=O)[nH]c(=O)nc-3n(CC(O)C(O)C(O)CO)c2cc1C (stereo unspecified) ?
A549 viability: inconclusive; Nrf2 activator: -0.1%; Abeta yeast res: 4%; HepG2 tox: -19%; TGFb SMAD3 inh: 1%; pAkt inh: inactive; Nrf2 inh: -9%; CCT modulator: -0.9

How did COc1ccc(-c2noc(CSc3nnc(Cc4ccccc4)n3-c3ccc(F)cc3)n2)cc1 do in these assays?
A549 viability: -29%; Nrf2 activator: -1.0%; Abeta yeast res: 4%; HepG2 tox: -36%; TGFb SMAD3 inh: 16µM*; Nrf2 inh: inconclusive

Results for COc1ccc(OC)c(CCNC(=O)c2ccc3c(c2)c(C)c(C)n3Cc2ccccc2)c1 ?
A549 viability: 0%; Nrf2 activator: -1.1%; Abeta yeast res: -10%; HepG2 tox: 0%; TGFb SMAD3 inh: 0%; Nrf2 inh: -3%

What do the screens show for `O=S(=O)(Nc1nc2ccccc2nc1NCCN1CCOCC1)c1cccc(Cl)c1`?
A549 viability: 2%; Nrf2 activator: -0.6%; Abeta yeast res: -9%; HepG2 tox: -19%; TGFb SMAD3 inh: -4%; Mm-Cpn inhibitor: -2%; pAkt inh: inactive; Nrf2 inh: -17%; CCT modulator: -0.4

Results for Cc1ccc(COC(=O)CCN=C2NS(=O)(=O)c3ccccc32)cc1 ?
A549 viability: -8%; Nrf2 activator: -1.1%; Abeta yeast res: 9%; HepG2 tox: -18%; TGFb SMAD3 inh: inconclusive; Mm-Cpn inhibitor: -2%; pAkt inh: inactive; Nrf2 inh: -11%; CCT modulator: 0.8

How did CCOc1ccc(CCNS(=O)(=O)c2ccc3c(c2)NC(=O)CC(=O)N3)cc1OCC do in these assays?
A549 viability: 1%; Nrf2 activator: -0.3%; Abeta yeast res: -4%; HepG2 tox: 23%; TGFb SMAD3 inh: -2%; Mm-Cpn inhibitor: 0%; pAkt inh: inactive; Nrf2 inh: -14%; CCT modulator: 0.0

Results for O=C(NNC(=O)C1CCCCC1)c1cnccn1 ?
A549 viability: -4%; Nrf2 activator: 0.3%; Abeta yeast res: 14%; HepG2 tox: -19%; TGFb SMAD3 inh: 2%; Mm-Cpn inhibitor: -4%; pAkt inh: inactive; Nrf2 inh: 1%; CCT modulator: 1.0

Results for O=C(Nc1ccn(Cc2cccc3ccccc23)n1)c1cccnc1 ?
A549 viability: -26%; Nrf2 activator: 0.5%; Abeta yeast res: 19%; HepG2 tox: -11%; TGFb SMAD3 inh: -14%; Mm-Cpn inhibitor: 4%; pAkt inh: inactive; Nrf2 inh: inconclusive; CCT modulator: -1.6

How did COc1ccc(C2CC(=O)c3cnc(NC(=O)c4cccc(OC)c4)nc3C2)cc1 (stereo unspecified) do in these assays?
A549 viability: -4%; Nrf2 activator: -0.1%; Abeta yeast res: 5%; HepG2 tox: -12%; TGFb SMAD3 inh: 1%; Mm-Cpn inhibitor: 1%; pAkt inh: inactive; Nrf2 inh: -2%; CCT modulator: 0.1

How did Cc1[nH]n(-c2ccccc2)c(=O)c1N=Nc1ccc2c(c1)OCO2 do in these assays?
A549 viability: -10%; Nrf2 activator: 7.5%; Abeta yeast res: -15%; HepG2 tox: -38%; TGFb SMAD3 inh: 8%; Mm-Cpn inhibitor: -2%; pAkt inh: inactive; Nrf2 inh: inconclusive; CCT modulator: 1.7

What do the screens show for `CCOC(=O)c1ccc(NC(=O)Cn2cc(C(=O)c3cccs3)c3ccccc32)cc1`?
A549 viability: inconclusive; Nrf2 activator: 2.8%; Abeta yeast res: -13%; HepG2 tox: -4%; TGFb SMAD3 inh: inconclusive; Nrf2 inh: inconclusive

Results for COc1ccc(C2(CNC(=O)Cc3ccc(OC)c(OC)c3)CCOCC2)cc1 ?
A549 viability: 0%; Nrf2 activator: -1.0%; Abeta yeast res: 4%; HepG2 tox: -18%; TGFb SMAD3 inh: 4%; Mm-Cpn inhibitor: 1%; pAkt inh: inactive; Nrf2 inh: 15%; CCT modulator: 0.9

Results for COc1ccc(C(=O)Nc2ccc(C(=O)N3CCCCC3C)cc2)c(OC)c1OC (stereo unspecified) ?
A549 viability: 0%; Nrf2 activator: -0.1%; Abeta yeast res: 10%; HepG2 tox: 0%; TGFb SMAD3 inh: 0%; Mm-Cpn inhibitor: 0%; pAkt inh: inactive; Nrf2 inh: -11%; CCT modulator: -1.2

Results for CC(C)(C)C(=O)Cn1ncc(NC2CC2)c(Br)c1=O ?
A549 viability: 0%; Nrf2 activator: -0.3%; Abeta yeast res: 20%; HepG2 tox: 1%; TGFb SMAD3 inh: -4%; Mm-Cpn inhibitor: 1%; pAkt inh: inactive; CCT modulator: -0.4

What do the screens show for `CCn1c(=O)n(-c2ccc3c(c2)OCO3)c2nc(-c3ccc(C(C)C)cc3)nc(C(N)=O)c21`?
A549 viability: 7%; Nrf2 activator: -0.3%; Abeta yeast res: -22%; HepG2 tox: 0%; TGFb SMAD3 inh: 25%; Nrf2 inh: 22%

Results for CC1C(=O)C(C)C(c2cc(Cl)ccc2O)NC1c1cc(Cl)ccc1O (stereo unspecified) ?
A549 viability: inconclusive; Nrf2 activator: -2.8%; Abeta yeast res: inconclusive; HepG2 tox: -144%; TGFb SMAD3 inh: inconclusive; Mm-Cpn inhibitor: 4%; pAkt inh: inactive; Nrf2 inh: inconclusive; CCT modulator: -1.6

How did COc1ccc(/C=C2\COc3ccccc3C2=O)cc1OC do in these assays?
A549 viability: -4%; Nrf2 activator: -0.4%; Abeta yeast res: -55%[inhibitor]; HepG2 tox: 1%; TGFb SMAD3 inh: 16µM*; Mm-Cpn inhibitor: -10%; pAkt inh: inactive; Nrf2 inh: inconclusive; CCT modulator: 0.7

Results for Cc1onc(-c2ccccc2Cl)c1C(=O)OCn1nnc2ccccc2c1=O ?
A549 viability: 20%; Nrf2 activator: 0.3%; Abeta yeast res: -29%; HepG2 tox: -19%; TGFb SMAD3 inh: -16%; Mm-Cpn inhibitor: -3%; pAkt inh: inactive; Nrf2 inh: 9%; CCT modulator: 2.3

How did CN(C)c1ncc(C2=C(Cl)C(=O)C(N3CCCC3)=C(Cl)C2=O)s1 do in these assays?
A549 viability: -20%; Nrf2 activator: 2.7%; Abeta yeast res: -13%; HepG2 tox: -81%; TGFb SMAD3 inh: -4%; pAkt inh: inactive; Nrf2 inh: 24%; CCT modulator: -1.6

By substructure, those above with an NH in an aromatic ring (2)
Results for Cc1cc2cc3c(=O)[nH]c(=O)nc-3n(CC(O)C(O)C(O)CO)c2cc1C (stereo unspecified) ?
A549 viability: inconclusive; Nrf2 activator: -0.1%; Abeta yeast res: 4%; HepG2 tox: -19%; TGFb SMAD3 inh: 1%; pAkt inh: inactive; Nrf2 inh: -9%; CCT modulator: -0.9

How did Cc1[nH]n(-c2ccccc2)c(=O)c1N=Nc1ccc2c(c1)OCO2 do in these assays?
A549 viability: -10%; Nrf2 activator: 7.5%; Abeta yeast res: -15%; HepG2 tox: -38%; TGFb SMAD3 inh: 8%; Mm-Cpn inhibitor: -2%; pAkt inh: inactive; Nrf2 inh: inconclusive; CCT modulator: 1.7
